Screening data deposited in PubChem BioAssay by several laboratories.
Tat export inh: blocks Tat-dependent protein export in E. coli | AID 488895 | hit rate 0.036% among 340,000 | E. coli MC4100 TorA-mCherry Tat export, fluorescence | inhibition, % at 10 µM;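 active = mean replicate inhibition at least 50% and at least half of replicates individually reaching 50%; inconclusive = only one of the two criteria met; inactive = neither criterion met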;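 note: exported cargo escapes ClpAP degradation while cytoplasmic cargo is degraded and loses fluorescence; 0% = median of neutral control wells and 100% = median of NaSCN control wells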
SR-BI HDL uptake: inhibitors of mouse SR-BI mediated HDL lipid uptake | Q61009 | hit rate 0.96% among 320,000 | inhibition, % at 12.5 µM | ldlA[mSR-BI] CHO cells, DiI-HDL uptake fluorescence, 3 h;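 active = mean replicate inhibition of at least 70% and a set share of replicates each scoring 70 or more; inconclusive = meets just one of the two criteria; inactive = fails both criteria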;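 note: 0% = median of neutral control wells and 100% = median of positive control wells; values of inactives mirror those of a sister screen read the other way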
Target sequence (Q61009 whole entry, looked up): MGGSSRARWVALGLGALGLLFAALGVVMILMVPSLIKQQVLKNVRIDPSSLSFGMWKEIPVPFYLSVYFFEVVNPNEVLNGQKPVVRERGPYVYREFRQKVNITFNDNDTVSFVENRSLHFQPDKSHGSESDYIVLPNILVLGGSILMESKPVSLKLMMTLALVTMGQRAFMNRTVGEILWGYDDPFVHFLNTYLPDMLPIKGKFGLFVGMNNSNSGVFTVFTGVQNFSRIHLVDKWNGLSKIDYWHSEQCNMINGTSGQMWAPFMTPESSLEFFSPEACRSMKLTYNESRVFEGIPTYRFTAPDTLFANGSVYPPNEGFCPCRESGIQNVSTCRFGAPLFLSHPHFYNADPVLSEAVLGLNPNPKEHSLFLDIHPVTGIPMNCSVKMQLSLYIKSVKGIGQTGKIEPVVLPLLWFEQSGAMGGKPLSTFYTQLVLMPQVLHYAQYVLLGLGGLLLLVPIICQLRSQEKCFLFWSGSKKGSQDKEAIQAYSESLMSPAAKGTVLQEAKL
MITF TRPM1 HTS: MITF TRPM1 promoter activation in melanoma cells; SK-MEL-5 TRPM1-promoter luciferase, 24 h; % of positive control, neutral wells = 0; activation, % at 12.5 µM; hit rate 0.75% among 300,000; AID 588334;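 active = mean activation of at least 80% with every replicate also reaching 80%; inconclusive = mean reaches 80% but some replicate falls short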;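 note: 0% = neutral control wells and 100% = parthenolide positive control wells; values of inactives mirror those of a sister screen read the other way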
Wnt bcat act: activates Wnt/beta-catenin signaling in a reporter cell assay; hit rate 1.2% among 300,000; activation, % at 9.35 µM; activator, plate reader; AID 743398; in the data active = activation above about 30%, passing the limit was not always enough; inconclusive = no clear call, values can overlap the other calls;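 note: 0% = neutral control wells and 100% = positive control wells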
AddAB inh: less growth of phage-infected E. coli with AddAB. E. coli expressing H. pylori AddAB, absorbance growth. inhibition, % at 11.9 µM. hit rate 0.29% among 330,000; in the data active = inhibition above about 12%;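 note: 0% = vehicle wells of infected cells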
CAL PDZ FP-1: blocks peptide binding to human CAL PDZ domain. hit rate 0.02% among 330,000. purified CAL PDZ, TMR-peptide fluorescence polarization, 1 h. AID 504414. inhibition, % at 20 µM;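 active = highest replicate inhibition of at least 40%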;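 note: plate controls were DMSO neutral control wells for no effect and unlabeled competitor peptide control wells for full effect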
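material = purified tagged CAL PDZ domain construct (CerCALP) | buffer or medium = sodium phosphate/NaCl buffer pH 7.4 with TCEP, IgG, Thesit | reagent = TMR-labelled reporter peptide T*-PRC34 bound in PDZ groove | incubation = 1 h room-temperature incubation prior to read | measured by = fluorescence polarization (mP) | evaluation = percent inhibition from loss of millipolarization | control set = unlabelled peptide and DMSO controls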
E coli growth: counter-screen for AddAB inhibitors: E. coli growth inhibition. E. coli V3065 growth, OD600 absorbance, 18 h. inhibition, % at 11.9 µM. hit rate 0.27% among 330,000;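 active = inhibition above the campaign's mean inhibition across all tested compounds plus 3 SD, cut at about 9.9% in these data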;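 note: uninfected addAB+ strain grown without phage in ampicillin broth; 0% = DMSO wells and 100% = ciprofloxacin 0.95 µg/ml wells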
phage Ecoli inh: E. coli growth loss with phage present. inhibition, % at 11.9 µM. hit rate 0.26% among 360,000. AID 651602. growth absorbance; in the data active = inhibition above about 11%
CAL PDZ FP-2: CAL PDZ (human) peptide binding inhibition | AID 602252 | inhibition, % at 24.9 µM | Q9HD26 | hit rate 0.92% among 300,000 | purified CAL PDZ, TMR-peptide fluorescence polarization, 1 h;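 active = mean inhibition of at least 30% with at least half of replicates also reaching 30%; inconclusive = no clear call, values can overlap the other calls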;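 note: 0% = DMSO neutral control and 100% = excess unlabeled competitor peptide PRC23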
SR-BI uptake up: enhances SR-BI lipid uptake from DiI-HDL | AID 504775 | hit rate 0.096% among 320,000 | activation, % at 12.5 µM | CHO ldlA[mSR-BI] cells, DiI-HDL uptake fluorescence, 3 h; 100 = double the neutral-control signal;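 active = mean replicate activation of at least 60% and every replicate at or above 60%; inconclusive = mean or all-replicate condition met, but not both; inactive = mean below 60% and not all replicates reaching 60%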;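 note: 0% = median plate neutral-control signal and 100% = twice that signal; values of inactives mirror those of a sister screen read the other way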
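Test system: SR-BI-overexpressing, LDLR-lacking CHO cells; Medium: Ham's F12 with 0.5% BSA, HEPES 25 mM, pH 7.4; Schedule: 3 h, 37 °C; Technique: bottom-read fluorescence, 550/595 nm.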
* = called active by the depositor; ? = inconclusive; . = not tested or not shown.

compound | Tat export inh | SR-BI HDL uptake | MITF TRPM1 HTS | Wnt bcat act | AddAB inh | CAL PDZ FP-1 | E coli growth | phage Ecoli inh | CAL PDZ FP-2 | SR-BI uptake up
N#C/C(=C\c1ccc(Sc2ccccc2)o1)c1nc2ccccc2[nH]1 | 7 | 9 | 121* | -3 | 1.1 | 2.5 | 0.6 | 1.7 | -6 | -9
CC(C)=CCc1ccc(O)c(=O)cc1C(C)C | 0 | 12 | -70 | -7 | . | -1.2 | . | 9.9 | . | -12
O=C(Cc1ccccc1)NNC1CC(=O)N(c2ccccc2)C1=O (centres undefined) | 0 | -2 | 8 | 0 | -0.9 | -0.7 | -1.2 | 1.5 | . | 2
Nc1nc(F)cc(N2CCCCCC2)n1 | 4 | -13 | 2 | 0 | -0.7 | -2.4 | 0.6 | 0.7 | -3 | 13
O=C(NCc1ccc(F)cc1)C1CC(=O)N(CCc2ccccc2)C1 (centres undefined) | 0 | -18 | 9 | . | -0.6 | -0.8 | 0.2 | 2.0 | -3 | 18
CCOc1ccccc1CNCCNC(=O)c1nonc1N | -6 | . | 10 | -1 | -0.8 | -2.1 | 0.1 | 1.7 | -9 | .
COc1ccc(C2=CC(=O)C[C@H](c3ccc(OC)cc3)C2)cc1 | 13 | 15 | 24 | 8 | 6.1 | -2.1 | 1.1 | 0.6 | -5 | -15
C=CCNC(=O)C1CCN(c2cc(C)nc(-c3ccccc3)n2)CC1 | -4 | 4 | -11 | -2 | 0.8 | -2.1 | -1.2 | 3.4 | -3 | -4
COc1ccccc1/C=C1\SC(=S)N(CCC(=O)Nc2cc(C)on2)C1=O | -14 | . | -4 | -1 | 0.8 | 0.0 | -0.9 | 4.7 | . | .
O=C1N(CCCN2C(=O)C3(OCCO3)c3ccccc32)c2ccccc2C12OCCO2 | -17 | -22 | 4 | . | -1.1 | -0.8 | -2.7 | 2.6 | . | 22
O=C(CN1C(=O)NC2(CCCC2)C1=O)c1ccc(Cl)s1 | 1 | -5 | 20 | -1 | 1.0 | -1.4 | 2.0 | 6.4 | -8 | 5
COC(=O)c1c(C)[nH]c(C(=O)CN2C(=O)NC3(CCOc4ccccc43)C2=O)c1C (centres undefined) | -4 | 26 | . | -3 | 1.1 | -1.0 | 0.0 | 1.4 | -3 | -26
Cc1ccc(-c2nnc(SCC(=O)NNC(=O)COc3cccc4ccccc34)n2C)cc1 | . | . | . | 4 | 3.3 | . | 0.8 | 4.4 | . | .
O=C(NCCSc1ccc(Cl)cc1)c1ccco1 | -2 | 12 | 8 | 1 | 1.7 | 0.1 | 1.3 | 2.4 | . | -12
COC(=O)c1ccc(OC(=O)CCN2C(=O)C3C4c5ccccc5C(c5ccccc54)C3C2=O)cc1 (centres undefined) | 1 | -11 | 2 | -1 | 2.9 | -1.1 | 1.4 | 1.9 | -1 | 11

3 entries from above, arranged by the number in AddAB inh, ascending.
Compound,Tat export inh,SR-BI HDL uptake,MITF TRPM1 HTS,Wnt bcat act,AddAB inh,CAL PDZ FP-1,phage Ecoli inh,CAL PDZ FP-2,SR-BI uptake up
O=C(NCc1ccc(F)cc1)C1CC(=O)N(CCc2ccccc2)C1 (centres undefined),0,-18,9,.,-0.6,-0.8,2.0,-3,18
COc1ccccc1/C=C1\SC(=S)N(CCC(=O)Nc2cc(C)on2)C1=O,-14,.,-4,-1,0.8,0.0,4.7,.,.
COc1ccc(C2=CC(=O)C[C@H](c3ccc(OC)cc3)C2)cc1,13,15,24,8,6.1,-2.1,0.6,-5,-15

Going on with the list.
compound | Tat export inh | SR-BI HDL uptake | MITF TRPM1 HTS | Wnt bcat act | AddAB inh | CAL PDZ FP-1 | E coli growth | phage Ecoli inh | CAL PDZ FP-2 | SR-BI uptake up
C[C@H](NCCc1ccc(O)cc1)[C@H](O)c1ccc(O)cc1 | -8 | -7 | 6 | -5 | -3.2 | 0.4 | -1.3 | 4.3 | 1 | 7
CC(C)Cc1nnc(NC(=O)c2ccc3c(c2)OCCO3)s1 | 0 | 14 | ? | -2 | 4.5 | -0.8 | 0.0 | 0.9 | 5 | -14
CCOC(=O)C1CCN(C(=O)CCc2c(C)nc3cc(-c4ccccc4)nn3c2C)CC1 | 4 | 18 | -30 | 3 | 0.6 | -0.9 | -1.3 | 3.1 | . | -18
COC(=O)c1ccccc1NC(=O)CSc1nnnn1C | 0 | 1 | 12 | . | -0.5 | 0.7 | -0.8 | 2.7 | -2 | -1
CN1C(=O)C(C)(C)N(C(=O)c2cccc([N+](=O)[O-])c2)c2ccccc21 | 0 | 5 | -9 | 0 | 1.1 | 0.6 | 3.9 | 0.5 | . | -5
Cc1oc2c(c(C)cc3oc(=O)c(CC(=O)NCCCO)c(C)c32)c1C | 1 | 0 | 2 | 3 | -1.6 | -1.1 | -2.2 | 4.4 | -6 | 0
O=c1c2ccccc2cnn1-c1ccc(Cl)nn1 | 4 | -14 | 17 | 0 | 0.5 | -0.4 | -0.4 | 2.5 | 2 | 14
COc1ccccc1NCc1ccc([N+](=O)[O-])s1 | -2 | -23 | 2 | . | 2.7 | -0.3 | -0.6 | 1.0 | 0 | 23
CC1CCCN(C(=O)c2ccc3c(=O)n(C4CCCC4)c(=S)[nH]c3c2)C1 (centres undefined) | 21 | 0 | -3 | -1 | 0.0 | -1.2 | -0.6 | 0.3 | -1 | 0
COc1ccc(C(=O)OCC(=O)N2CCCCCC2)cc1S(=O)(=O)N1CCOCC1 | 5 | -8 | -1 | -3 | -0.4 | 0.2 | -1.1 | 1.1 | -2 | 8
COc1cccc(NC(=O)CSc2nc(=O)n(CCN(C)C)c3c2CCCC3)c1 | -7 | -36 | 11 | 0 | 0.3 | -2.9 | 0.3 | -0.8 | -3 | 36
O=C(N/N=C/C(Br)=C/c1ccccc1)NC1CCCCC1 | 4 | -3 | 42 | 15 | 0.5 | -2.9 | 2.1 | 3.3 | -4 | 3
COc1ccc(-c2c(C)n([O-])c3c([n+]2=O)CCCCC3)cc1OC | -4 | -11 | 1 | 0 | 1.1 | 0.2 | -0.2 | 2.2 | 2 | 11
Cc1ccc(C(=O)Nc2ccc(N3CCOCC3)nc2N2CCOCC2)cc1 | 1 | 17 | . | 15 | -0.9 | -0.8 | -2.8 | 3.5 | -6 | -17
O=C(Oc1ccccc1-c1csnn1)c1cccs1 | 3 | -15 | -8 | 1 | 3.6 | 0.8 | -0.1 | 6.1 | -2 | 15

The list goes on.
compound | Tat export inh | SR-BI HDL uptake | MITF TRPM1 HTS | Wnt bcat act | AddAB inh | CAL PDZ FP-1 | E coli growth | phage Ecoli inh | CAL PDZ FP-2 | SR-BI uptake up
COc1ccc(Nc2c3c(c(C#N)c4nc5ccccc5n24)CCC3)cc1 | 2 | -1 | -11 | . | -0.4 | -0.6 | 1.7 | 3.3 | -2 | 1
COc1ccccc1/C=C/C=N/N1CCN(Cc2ccccc2)CC1 | 3 | 21 | 2 | . | 0.2 | 0.0 | -0.8 | 1.4 | -1 | -21
CC(C)Oc1ccc(C(CC(=O)O)NC(=O)Cc2ccccc2)cc1 (centres undefined) | -3 | -12 | 6 | 3 | 0.0 | 0.1 | 1.2 | 1.7 | -3 | 12
O=C(NNC(=O)c1cccs1)c1ccc(F)cc1 | -4 | . | 32 | 0 | 5.1 | -1.5 | 0.6 | 1.4 | . | .
Cc1c(NC(=O)NC2CCCCC2)cccc1[N+](=O)[O-] | -4 | 9 | 10 | -1 | 2.5 | 0.4 | 1.6 | 1.0 | . | -9
N#Cc1c(SCc2ccccc2)sc(C(=O)c2ccccc2)c1N | -12 | 11 | . | . | 0.3 | -0.3 | 0.9 | -0.4 | . | -11
NC(=O)C1CCN(c2oc(-c3cccs3)nc2S(=O)(=O)c2ccc(Cl)cc2)CC1 | 5 | -12 | 3 | 1 | 0.8 | -0.4 | -0.4 | 1.3 | -14 | 12
O=C(CN1CCCCC1)Nc1ccc(Br)cc1[N+](=O)[O-] | 2 | -4 | 23 | 0 | 1.9 | -0.2 | -1.8 | 3.5 | 0 | 4
O=[N+]([O-])c1ccc2c(c1)c1ccccc1n2CCO | 1 | 28 | . | 2 | -3.0 | -0.8 | -4.6 | 1.1 | . | -28
COc1ccccc1S(=O)Cc1ccc(C(=O)O)o1 (centres undefined) | -2 | -8 | 10 | . | 2.2 | . | 1.1 | 2.4 | 1 | 8
Cc1ccc(CN(C(=O)c2csnn2)C(C(=O)NC2CCCC2)c2ccccn2)cc1 (centres undefined) | 12 | . | -7 | -2 | 4.0 | -3.6 | -0.8 | -0.6 | -1 | .
O=C(Nc1nnc(COc2ccc(F)cc2)s1)Nc1ccccc1F | . | . | . | 0 | 1.7 | . | 2.5 | 1.5 | . | .
O=C1C(=O)c2ccccc2C([O-])=C1[n+]1ccccc1 | -5 | . | -11 | 4 | -0.6 | -3.9 | -4.8 | -2.6 | 0 | .
CC(=O)Nc1cccc2cc(O)ccc12 | -3 | 1 | -5 | 0 | . | -0.4 | . | 1.6 | -2 | -1
CC(CCc1ccccc1)NC(=O)COC(=O)c1ccc(NC(N)=O)cc1 (centres undefined) | 12 | 11 | 5 | 2 | -2.3 | -0.7 | -4.1 | 0.9 | -5 | -11

(further entries)
compound | Tat export inh | SR-BI HDL uptake | MITF TRPM1 HTS | Wnt bcat act | AddAB inh | CAL PDZ FP-1 | E coli growth | phage Ecoli inh | CAL PDZ FP-2 | SR-BI uptake up
O=C(Nc1ccc(S(=O)(=O)Nc2ncccn2)cc1)c1ccc(F)c(S(=O)(=O)N2CCOCC2)c1 | 17 | 16 | -1 | -2 | 4.4 | -1.0 | 0.2 | 2.4 | 25 | -16
CC1=CC2=NC(=O)/C(=C\c3ccc(-c4cccc(Cl)c4)o3)C(=N)N2O1 | -7 | 49 | -30 | -6 | 1.9 | 0.5 | 0.2 | 0.3 | 0 | -49
C=C(C)CN(CC)c1ccc(N2C(=O)CCCC2=O)cc1[N+](=O)[O-] | 3 | 21 | -2 | 1 | -1.1 | 0.2 | 0.2 | 3.3 | 4 | -21
N=c1c(C(=O)NCc2ccc3c(c2)OCO3)cc2c(=O)n3ccccc3nc2n1CC1CCCO1 (centres undefined) | -1 | -3 | -3 | -2 | 2.0 | -3.1 | 0.2 | 4.2 | 6 | 3
COc1ccc(/C=C(\C#N)c2n[nH]c(Cn3cncn3)n2)cc1 | -8 | 4 | 1 | -1 | -1.5 | -1.9 | -0.5 | 3.2 | -2 | -4
O=C(Cn1c2ccccc2c(=O)c2ccccc21)N/N=C/c1ccc(N2CCCC2)c([N+](=O)[O-])c1 | -3 | 20 | -88 | . | 3.5 | -1.8 | -1.0 | 3.2 | 4 | -20
